# Statin myotox sup = protects C2C12 myotubes from simvastatin toxicity. ATP luminescence, 48 h; scaled: DMSO 0, geranylgeraniol control 100. rescue of ATP level, % at 7.49 µM. 330,000 tested, 0.78% active. AID 602340;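 active = mean ATP rescue above about 67%, or every replicate alone reaching that limit, limit read from the data, passing the limit was not always enough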;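 note: myotubes were challenged with 10 µM simvastatin during compound exposure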
# miR-122 sensor = inhibitors of miR-122 in Huh7 cells. activation (reporter increase), % at 12.5 µM. Huh7 miR-122 Renilla luciferase sensor, 48 h; neutral wells = 0, positive control = 100. AID 602342. 340,000 tested, 0.3% active;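 active = mean replicate activation score at least 90 and every replicate individually at or above 90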;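 note: higher luciferase means less miR-122 activity so hits act as miR-122 inhibitors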
# PglD inh = PglD (C. jejuni) enzyme inhibition | 360,000 tested, 0.098% active | purified PglD enzyme, DTNB colorimetric CoA detection | inhibition, % at 12.5 µM | AID 602405; in the data active = inhibition above about 16%, passing the limit was not always enough; note: strong numbers were not always called active
# FN deposition inh = fibronectin deposition inhibition | AH1F fibroblasts, Alexa488-fibronectin deposition fluorescence, overnight | AID 743247 | 350,000 tested, 0.086% active | inhibition, % at 12.6 µM;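 active = mean inhibition across replicates of 30% or more, regardless of how many single replicates reach that level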;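 note: positive control wells lacked labelled fibronectin entirely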
#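 Assay system: AH1F fibroblast monolayer, labelled fibronectin deposition. Amount: 10000 cells per well. Also added: labelled fibronectin 24 nM. Compound: single-point pinned compound. Incubation: cell attachment 1 h, compound and FN exposure overnight. Detection: fluorescence after three HBSS washes, excitation 485 nm, emission 525 nm. Read-out: inhibition of fibronectin deposition signal.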
# Cneo AK release = causes C. neoformans cell lysis. lysis activity, % at 15 µM. adenylate kinase release luminescence, 4 h; normalised: neutral wells 0, clomiphene wells 100. 360,000 tested, 0.2% active. AID 651654;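 active = mean lysis activity across replicates of at least 80%, whatever share of replicates individually reach that level; inactive = mean lysis activity below 80%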
#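 Material: C. neoformans cells | Amount: Yeast cell density of 5 × 10^6 cells/mL | Medium: Fresh YPD growth medium | Dosing: Single dose | Times: Static 4 h at 37 °C with compound, 1 h detection | Detection: AK luminescence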
# INS-1E GSIS act = primary screen for activators of insulin secretion dependent on glucose, INS-1E cells, GLuc reporter luminescence. INS-1E GLuc reporter insulin secretion, 2-3 h. activation, % at 16.6 µM. AID 743287. 370,000 tested, 0.61% active;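 active = lowest replicate activation of at least 40%, so every replicate reaches that level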;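 note: 0% = median of neutral control wells and 100% = median of IBMX positive control wells; some compounds called inactive have numbers as strong as hits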
# CFTR F508del cor = CFTR F508del correction in bronchial cells | AID 720511 | activity (quench increase), % at 7.58 µM | 350,000 tested, 0.36% active | CFBE cells, YFP halide quenching; stimulated with forskolin plus potentiator P3; % fluorescence drop versus neutral controls;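 active = mean added fluorescence quench of at least 8% versus neutral control, with both replicates also reaching 8%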;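 note: cells transiently co-express mutant CFTR-F508del with the halide-sensitive YFP; corrector assay measuring rescue of mutant channel to the surface after 24 h compound exposure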
# PGC1a acetyl inh = lowers PGC1a acetylation signal in U2OS cells; AlphaScreen anti-acetyl-lysine; with virally co-expressed GCN5 acetyltransferase; inhibition, % at 15.6 µM; 350,000 tested, 0.17% active; AID 651687;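 active = every replicate shows inhibition of at least 40%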;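 note: 0% = neutral control wells and 100% = positive control wells; some results beyond the cut were filed as inactive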
# Active calls of the source: *; . = not tested or not shown; & = joins results of further samples; [ ] = dose if it differs, or a comment.
SMILES,Statin myotox sup,miR-122 sensor,PglD inh,FN deposition inh,Cneo AK release,INS-1E GSIS act,CFTR F508del cor,PGC1a acetyl inh
COc1ccc(-n2nc(C(=O)NCC(=O)N3CCN(Cc4ccccc4)CC3)c3ccccc3c2=O)cc1,10,-8,4,1,-1,-13,-1.7,.
CCCS(=O)(=O)NC(=O)C1(C)CCN(C(=O)Cc2cccc(OC)c2)C1 (stereo not given),-5,-4,1,5,0,8,3.0,2
C[C@H](CO)N1C[C@H](C)[C@@H](CN(C)C(=O)C2CCCCC2)OCCCC[C@H](C)Oc2ccc(NS(C)(=O)=O)cc2C1=O,1,-1[16.7 µM],.,.,.,7,0.6,-2
C=CCCC(=O)N1C[C@H]2CON(C)[C@H]2C[C@H]1c1cccc(N2CCOCC2)c1,1,-3,2,.,1,-17,1.0,6
COc1ccc(OCC(=O)Nc2ccc3c(c2)n(C)c(=O)n3C)cc1,-1,1,3,-2,0,-7,-2.4,-11
Cc1[nH]c2ccccc2c1C(=O)/C=C/c1ccccc1,-22,13,0,.,3,.,.,71*
C[C@H](CO)N1C[C@H](C)[C@@H](CN(C)S(=O)(=O)c2ccc(F)cc2)Oc2ccc(NC(=O)C3CC3)cc2C1=O,-3&9,5[16.7 µM],0&0,2,-4&-2,-6,1.7&1.5,-10&4
C[C@@H]1CN([C@H](C)CO)C(=O)Cc2cc(NS(=O)(=O)c3ccc(F)cc3)ccc2O[C@@H]1CN(C)C(=O)Nc1ccc2c(c1)OCO2,42,8[16.7 µM],.,.,.,18,0.3,-16
CC1CCCC(C)N1C(=O)CSc1nccc(=O)[nH]1 (stereo not given),-4,.,2,-3,2,2,-0.2,.
COc1ccccc1C(=O)NCc1ccncc1,-8,-1,9,.,-3,.,.,12
COc1ccc(C2=NOC(Cn3nc(C(=O)NCc4ccccc4OC)cc3-c3ccccc3)C2)cc1 (stereo not given),-63,.,0,7,3,.,-1.3,.
CCCc1nc2sc3c(=O)n(N)cnc3c2c2c1CCCC2,8,-1,.,-3,.,3,-3.6,-11
CN1CCN(NC(=O)c2cccc3ccccc23)CC1,3,68,2,0,0,.,0.1,.
Cc1cc(C(=O)Nc2cccc3c2O[C@H](CN(C)Cc2ccc4c(c2)OCO4)[C@@H](C)CN([C@@H](C)CO)C3=O)n(C)n1,-53,32[16.7 µM],3,.,49,-11,0.2,15
N#Cc1ccccc1NC(=O)CC1CCCCC1,21,-1,-5,.,-1,38,.,16
CCCCN(C=O)c1c(CC)nc2c(OCc3ccc(Cl)cc3)cccn12,-17,4,1,3,5,-25,0.2,6
COCc1nnc(N)s1,-6,-4,1,.,-1,.,.,2
C[C@H]1CN([C@@H](C)CO)C(=O)c2cccc(NC(=O)c3ccc(-c4nccs4)cc3)c2O[C@H]1CN(C)CC1CC1,3,18[16.7 µM],0,10,0,1,0.2,-5
C[C@@H]1CN([C@@H](C)CO)C(=O)c2cccc(NC(=O)c3ccncc3)c2O[C@@H]1CN(C)S(=O)(=O)c1cccs1,3,-3[16.7 µM],1,.,0,16,0.6,-1
CC=Cc1ccc2n(c1=O)C[C@H]1[C@H](CO)[C@@H](C(=O)NCc3ccccc3)N(C)[C@@H]21 (mixture of isomers),-4,-2[16.7 µM],-1,.,1,16,0.0,.
CCC(=O)N(C)C[C@@H]1Oc2cc(-c3cccc(F)c3)ccc2S(=O)(=O)N([C@H](C)CO)C[C@@H]1C,-7,4[16.7 µM],1,.,-3,8,-2.8,-10
C[C@@H]1CCCCO[C@H](CN(C)C(=O)NC2CCCCC2)[C@H](C)CN([C@H](C)CO)C(=O)c2cc(NC(=O)c3ccccc3)ccc2O1,.,-12[16.7 µM],0,-3,-4,-38,-2.1,-4
CC(C)NC(=O)Nc1ccc2c(c1)C(=O)N(C)[C@H]1CC[C@H](CC(=O)NCC3CCCCC3)O[C@@H]1CO2,5,-1[16.7 µM],-2,-7,6,6,0.7,0
COc1ccc(S(=O)(=O)N2CCOCC2)cc1NC(=O)CSc1nnc(N)s1,-10,.,1,4,3,8,-1.3,.
COc1cccc(NC(=O)N2C[C@H](O)COC[C@H]3O[C@H](CC(=O)NCCCN4CCOCC4)CC[C@@H]32)c1,-3,-4[16.7 µM],1,-1,-2,12,-0.4,2

# Random excerpt: 4 compounds from above
SMILES,Statin myotox sup,miR-122 sensor,PglD inh,FN deposition inh,Cneo AK release,INS-1E GSIS act,CFTR F508del cor,PGC1a acetyl inh
CCC(=O)N(C)C[C@@H]1Oc2cc(-c3cccc(F)c3)ccc2S(=O)(=O)N([C@H](C)CO)C[C@@H]1C,-7,4[16.7 µM],1,.,-3,8,-2.8,-10
C[C@H]1CN([C@@H](C)CO)C(=O)c2cccc(NC(=O)c3ccc(-c4nccs4)cc3)c2O[C@H]1CN(C)CC1CC1,3,18[16.7 µM],0,10,0,1,0.2,-5
COc1cccc(NC(=O)N2C[C@H](O)COC[C@H]3O[C@H](CC(=O)NCCCN4CCOCC4)CC[C@@H]32)c1,-3,-4[16.7 µM],1,-1,-2,12,-0.4,2
CC1CCCC(C)N1C(=O)CSc1nccc(=O)[nH]1 (stereo not given),-4,.,2,-3,2,2,-0.2,.

# Continuation.
SMILES,Statin myotox sup,miR-122 sensor,PglD inh,FN deposition inh,Cneo AK release,INS-1E GSIS act,CFTR F508del cor,PGC1a acetyl inh
C/C(=C\c1ccco1)C1C(C#N)=C(N)OC2=C1C(=O)CC(C)(C)C2 (stereo not given),1,-4,11,2,-1,.,.,0
O=C(CSc1nc2ccc(Nc3nc(N4CCOCC4)nc(N4CCOCC4)n3)cc2s1)Nc1ccccc1F,.,.,5,9,-1,.,-0.9,.
CCc1nc2ccc(C(=O)NCCCn3ccnc3)cn2c1N(C)C(=O)c1cccc(OC)c1,8,-4,0,-8,0,3,1.3,-3
COCCCNCC(O)COc1ccccc1F (stereo not given),11,-3,-4,1,2,5,-2.6,1
C=CCNC(=S)Nc1ccc(Cl)c(S(=O)(=O)N2CCOCC2)c1,.,47,.,-5,.,9,-2.1,.
CCCCC(=O)N(C)c1c(C)nc2ccc(C(=O)N3CCN(C(=O)c4ccco4)CC3)cn12,6,3,0,2,-1,.,1.9,1
Cc1cccc(-n2cnc(C(=O)NNC(=S)Nc3ccc(Cl)cc3)c2)n1,.,0,.,8,.,1,1.5,7
O=C(Oc1ccc2c(c1)O/C(=C\c1ccncc1)C2=O)c1cccs1,.,3,-6,7,1,9,-1.3,-8
CCOC(=O)c1ccc(NC(=S)N2CCCC2c2ccc(OC)c(OC)c2)cc1 (stereo not given),.,-2,6,1,-1,13,-0.6,2
CCOC(=O)C1=CC[C@@H](c2ccco2)N(S(=O)(=O)c2ccc(C)cc2)[C@H]1C(=O)OCC,6,-2,-1,1,-1,-12,0.6,.
COc1ccccc1C#Cc1ccc([C@H]2[C@@H](C#N)N(C(=O)C3CCCC3)[C@H]2CO)cc1,.,.,.,-8,.,-33,-1.5,-19
O=C(O)C[C@@H]1C[C@@H]2c3cc(NC(=O)Nc4ccccc4F)ccc3O[C@@H]2[C@H](CO)O1,-7,-1[16.7 µM],0,.,2,25,-0.6,-3
Cc1cc(S(=O)(=O)NCC(C)C)ccc1OCC(=O)N1CCOCC1,-1,3,-2,.,21,.,.,-8
COc1ccccc1-n1c(-c2ccc(NS(C)(=O)=O)cc2)n[nH]c1=S,-3,-4,-3,.,0,19,.,3
Cc1cc(C)c(C(=O)OCC(=O)Nc2cccc(S(=O)(=O)N3CCCCC3)c2)c(C)c1,5,15,-2,-6,12,-16,-0.3,.
O=C1NCCN(Cc2c(F)cccc2Cl)C1CC(=O)N1CCCO1 (stereo not given),-3,0,-9,5,1,0,3.8,.
O=C(COc1ncnc2sccc12)N1CCc2ccccc2C1,-3,0,3,14,0,-5,.,1
CC(C)c1ccc(S(=O)(=O)N2CCN(C(C)C(=O)N3CCCC3)CC2)cc1 (stereo not given),3,.,-1,-2,1,-1,6.5,.
C=CCNC(=O)C1CCN(S(=O)(=O)c2cccs2)CC1,2,-3,3,-1,-1,0,3.5,.
COc1ccc(N2C(=NC(=O)C3CCCCC3)SC3CS(=O)(=O)CC32)cc1 (stereo not given),-1,-5,2,-5,-2,-3,-1.5,8
C[C@H](NC(=O)c1nc[nH]c1C(=O)N[C@@H](CCCCN)C(=O)OC(C)(C)C)C(=O)OCc1ccccc1,-4,-4,0,-3,2,.,1.9,-8
CC(C)(C)c1ccc(-c2cc(N)n[nH]2)cc1,6,.,-2,4,2,.,-2.4,.
Cc1ccc(S(=O)(=O)Nc2cc(-c3ccccc3)nn2C)cc1,.,-4,1,-3,2,-7,1.1,-2
C/C(=N\NC(=S)NCc1ccccc1)c1ccc(C)o1,4,5,1,.,1,8,-0.8,.
Cc1ccc(-n2c(=O)[nH]c3cc(C(=O)NC4CCN(Cc5ccccc5)CC4)ccc3c2=O)cc1,9,-7,-2,1,-9,.,.,-6
# Other structures:
SMILES,Statin myotox sup,miR-122 sensor,PglD inh,FN deposition inh,Cneo AK release,INS-1E GSIS act,CFTR F508del cor,PGC1a acetyl inh
COc1ccc(S(=O)(=O)N(C)C[C@H]2OCCCC[C@H](C)Oc3ccc(NC(=O)Nc4cccc5ccccc45)cc3C(=O)N([C@H](C)CO)C[C@H]2C)cc1,.,6[16.7 µM],4,.,0,4,3.2,-5
c1csc(-c2noc(CN3CCOCC3)n2)c1,1,-6,.,-4,.,-3,0.0,5
CCOC(=O)C1CCCN(c2c(N3CCN(C4CCCCC4)CC3)c(=O)c2=O)C1 (stereo not given),9,-6,-6,2,1,.,0.0,2
CCOC(=O)C1=C[C@@H](c2ccccc2)N(S(=O)(=O)c2ccc(C)cc2)[C@H]1c1ccc(OC)cc1,2,-9,0,-8,2,10,-0.2,-34
O=C(COc1ccc(-c2nnco2)cc1)N1CCN(S(=O)(=O)c2ccccc2)CC1,-1,-9,2,7,4,.,.,3
Cc1ccc(Oc2nc3ccccc3n3c(C)nnc23)cc1,14,.,0,.,-1,-10,.,1
O=C(NCC[C@H]1CC[C@@H](NS(=O)(=O)c2cccc(F)c2)[C@H](CO)O1)C1CCC1,5,.,12,.,54,3,1.4,11
COc1ccc(Br)cc1-c1nc2c(c(=O)[nH]c(=O)n2Cc2ccccc2)n1C,-90,.,-6,11,-4,0,0.7,.
CO[C@H]1CC[C@H]2CCOc3c(C#N)cccc3C(=O)N(C)C[C@H](OC)[C@H](C)C(=O)N(C)C[C@@H]1O2,8,.,-1,2,2,0,.,.
O=C(CN1CCCCCC1)Nc1ccc(Cl)cn1,-6,.,-4,-4,2,-4,-3.8,.
O=C(CN(CCc1ccccc1)C(=O)CNS(=O)(=O)c1ccccc1)NCC1CCCO1 (stereo not given),5,-2,-2,.,1,8,.,-4
Cc1cc(C2(O)C(=O)Nc3ccccc32)ccc1F (stereo not given),1,-5,2,-8,-2,4,-3.2,-1
C[C@H](CO)N1C[C@H](C)[C@H](CN(C)S(=O)(=O)c2cn(C)cn2)Oc2cc(C#Cc3ccccc3)ccc2S1(=O)=O,3,-2[16.7 µM],-1,3,3,-18,2.3,3
Cc1cc(C)cc(-n2nnc(C(=O)NCc3ccc4c(c3)OCO4)c2N)c1,28,19,-3,7,2,.,.,-11
CCN(CC)CCCN(Cc1cc2cc3c(cc2[nH]c1=O)OCCO3)C(=O)Nc1ccccc1,.,-4,-2,.,15,.,.,-4
O=C(CC1CC1)N1CC(=O)N2[C@H](CO)[C@H](c3ccc(C#Cc4cccc(F)c4)cc3)[C@H]2C1,.,.,.,-1,.,-21,2.7,-18
O=C(CCNS(=O)(=O)c1cccc2nsnc12)NCCc1ccccc1,.,-5,.,1,.,-12,.,-3
CN1c2ccc(Br)cc2[C@@H]2[C@@H](CCN2S(=O)(=O)c2cccc(F)c2)[C@H]1CO,13,-4[16.7 µM],-1,1,-24,5,2.5,3
